Mtb UGM inh: M. tuberculosis UGM enzyme inhibitors, primary screen, biochemical, fluorescence polarization, single point. UDP-galactopyranose mutase (Mycobacterium tuberculosis (strain ATCC 25618 / H37Rv)), …. purified UGM, fluorescence polarization probe displacement. inhibition, % at 10 µM. hit rate 0.06% among 320,000; in the data active = inhibition above about 10%, passing the limit was not always enough
Target sequence (P9WIQ1 whole entry, looked up): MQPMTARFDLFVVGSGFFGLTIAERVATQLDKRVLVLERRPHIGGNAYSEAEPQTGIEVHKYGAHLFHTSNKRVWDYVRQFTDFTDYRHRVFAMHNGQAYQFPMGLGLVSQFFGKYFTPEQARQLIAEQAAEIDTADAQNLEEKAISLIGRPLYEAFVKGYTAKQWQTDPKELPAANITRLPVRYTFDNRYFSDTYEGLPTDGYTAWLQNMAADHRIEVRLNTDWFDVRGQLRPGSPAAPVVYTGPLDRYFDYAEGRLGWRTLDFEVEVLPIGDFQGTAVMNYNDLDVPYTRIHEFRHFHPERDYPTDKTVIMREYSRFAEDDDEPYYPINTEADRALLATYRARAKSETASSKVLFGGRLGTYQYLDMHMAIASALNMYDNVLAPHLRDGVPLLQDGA
Rv3671c inh: Rv3671c serine protease inhibitors, primary screen, biochemical, fluorescence polarization, M. tuberculosis H37Rv; P9WHR9; inhibition, % at 5.96 µM; hit rate 0.048% among 320,000; AID 2606, 2010; in the data active = inhibition above about 38%;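 also: extracellular domain of Rv3671c used as enzyme; 0% = enzyme with DMSO and 100% = no enzyme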
Target sequence (P9WHR9 whole entry, looked up, the tested form may be a part): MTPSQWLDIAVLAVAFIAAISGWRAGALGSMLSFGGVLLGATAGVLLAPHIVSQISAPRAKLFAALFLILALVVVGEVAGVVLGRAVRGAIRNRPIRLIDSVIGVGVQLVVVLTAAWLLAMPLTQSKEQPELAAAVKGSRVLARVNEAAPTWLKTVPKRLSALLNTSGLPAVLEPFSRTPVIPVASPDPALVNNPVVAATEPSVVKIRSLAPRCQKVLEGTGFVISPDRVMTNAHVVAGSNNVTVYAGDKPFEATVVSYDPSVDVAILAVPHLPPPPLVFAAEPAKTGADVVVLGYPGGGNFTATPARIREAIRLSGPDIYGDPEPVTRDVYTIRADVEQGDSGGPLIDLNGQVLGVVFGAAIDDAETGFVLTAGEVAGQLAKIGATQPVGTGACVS
PriA SSB inh: inhibitors of Klebsiella pneumoniae PriA binding to SSB C-terminal tail, primary screen, biochemical, AlphaScreen; PriA–SSB C-terminal tail interaction (Klebsiella pneumoniae); AlphaScreen SSBct-PriA binding, biotinylated peptide; inhibition, % at 33 µM; hit rate 0.6% among 430,000; AID 1272365, 2023; in the data active = inhibition mostly above about 37%, no sharp cut-off; inactive = mostly below about 20%;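 also: plate controls were negative control peptide for no effect and reference peptide for full effect; strong numbers were not always called active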
DUSP3 inh: VHR1 phosphatase inhibitors, primary screen, biochemical, absorbance, uHTS | inhibition, % at 13.3 µM | AID 1654, 2009 | recombinant VHR phosphatase, pNPP absorbance | hit rate 0.52% among 290,000; in the data active = inhibition above about 50%; also: some compounds called inactive have numbers as strong as hits
Target sequence (P51452 whole entry, looked up): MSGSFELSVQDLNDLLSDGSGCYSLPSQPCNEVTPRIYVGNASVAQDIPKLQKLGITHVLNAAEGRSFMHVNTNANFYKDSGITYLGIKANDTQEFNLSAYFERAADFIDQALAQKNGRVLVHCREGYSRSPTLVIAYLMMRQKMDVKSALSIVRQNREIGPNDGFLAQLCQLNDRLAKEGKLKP
Mtb FBA inh: Mtb FBA enzyme inhibitors, primary screen, biochemical, fluorescence, strain H37Rv. AID 588726, 2011. Fructose-bisphosphate aldolase (Mycobacterium tuberculosis (strain ATCC 25618 / H37Rv)), …. hit rate 2.3% among 360,000. inhibition, % at 1 µM. purified M. tuberculosis FBA, fluorescence read-out; in the data active = inhibition above about 27%;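 also: 0% = vehicle and 100% = reference inhibitor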
MazF activator: activators of E. coli MazEF toxin-antitoxin RNase, primary screen, biochemical, fluorescence, uHTS; activation, % at 20 µM; hit rate 0.32% among 350,000; Endoribonuclease toxin MazF (Escherichia coli (strain K12)), P0AE70; AID 504720, 2011; FAM/BHQ RNA-DNA oligo cleavage fluorescence, 5 h; in the data active = activation above about 50%
GDH-TPI counter: GDH-TPI coupling enzyme inhibitors, primary screen, artefact control for M. tuberculosis FBA inhibitor project, biochemical, absorbance, full deck | GDH-TPI coupled enzyme counterscreen, NADH absorbance | inhibition, % at 4.8 µM | hit rate 1.2% among 360,000; in the data active = inhibition above about 30%;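 also: 0% = DMSO wells and 100% = wells lacking the enzyme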
3CLpro inhibitor: SARS-CoV 3CLpro protease inhibitors, primary screen, biochemical, quenched FRET; Replicase polyprotein 1ab (Severe acute respiratory syndrome coronavirus), P0C6X7; recombinant SARS-CoV 3CLpro, quenched FRET peptide cleavage; inhibition, % at 6 µM; hit rate 0.14% among 290,000; in the data active = inhibition above about 12%
Vc quorum ag: inducers of Vibrio cholerae quorum light production without autoinducers, primary screen, BH1578 luxS cqsA deficient, single point; activation, % at 18.7 µM; AID 588436, 2011; V. cholerae BH1578 lux reporter, luminescence, 6 h; hit rate 0.16% among 350,000; in the data active = activation mostly above about 9.7%, no sharp cut-off; also: not every result past the cut was called active; inactives centre near 0; reference of the scale not given here
BioA inh: M. tuberculosis BioA enzyme inhibitors, primary screen, biochemical, plate reader, single point, HTS; 7,8-diaminopelargonic acid synthase BioA (Mycobacterium tuberculosis); purified M. tuberculosis BioA enzyme; inhibition, % at 9.99 µM; hit rate 0.096% among 360,000; AID 602481, 2012; in the data active = inhibition above about 40%
* = called active by the depositor; i = inactive; · = not tested or not shown; + = active, no number; & = joins results of further samples.

Value order: DUSP3 inh	Mtb UGM inh	MazF activator	Rv3671c inh	BioA inh	Vc quorum ag	Mtb FBA inh	3CLpro inhibitor	GDH-TPI counter	PriA SSB inh
> O=C(N/N=C/c1cc(Cl)cc([N+](=O)[O-])c1O)c1ccccc1NS(=O)(=O)c1cccs1
 : 14	3.2	-4	0	3.8	3.7	0	3	13	·
> CCC(=NCCc1c(C)[nH]c2ccccc12)C1=C(O)CC(c2ccccc2)CC1=O (centres undefined)
 : 24	1.8	-5	-20	-1.3	-0.4	-1	6	-5	6
> CC(C)(C)OC(=O)[C@H](Cc1ccccc1)NC(=O)c1nc[nH]c1C(=O)N1CCN(C(=O)OC(C)(C)C)CC1
 : -3	0.7	7	7	2.5	-1.6	-1	2	-12	3
> Cc1n[nH]c(=S)n1-c1ccc(Cl)cc1
 : 6	1.7	-10	8	·	-1.0	3	-4	3	-2
> Cc1ccc([N+](=O)[O-])c(OCCN2C(=O)NC(C)(C)C2=O)c1
 : 5	-3.8	8	3	·	i	-1	-1	-8	-13
> CC(C)Nc1ncnc2[nH]ncc12
 : ·	·	-3	·	0.2	i	3	·	-6	-3
> COc1ccc(/C=N/OCC(=O)N2CCCC2)c(OC)c1
 : 34	3.2	-3	9	·	i	2	-1	1	·
> O=C(CNC(=O)c1cccs1)N=Nc1c(O)[nH]c2ccc(Br)cc12
 : 10	1.7	3	-7	·	i	0	-1	13	-8
> CCC(C)C(=O)Nc1cc([N+](=O)[O-])ccc1Cl (centres undefined)
 : -10	-2.3	-2	-5	·	-0.3	3	5	-3	-7
> CCCCNC(=O)/C=C/c1ccc(S(=O)(=O)Nc2ccc(OC)cc2)cc1
 : 5	2.4	3	-11	1.0	-0.3	1	2	3	0
> Cc1cccc2cc(CN(Cc3ccccc3)C(=O)c3cccc(F)c3)c(Cl)nc12
 : 10	-1.7	3	-20	-1.8	1.5	-2	6	2	-4
> CCOC(=O)Cn1c(CN(Cc2ccccc2)Cc2ccccc2)nc2c1c(=O)n(C)c(=O)n2C
 : 39	-1.2	-4	-12	0.5	-2.2	4	1	-5	-2
> CC(C)c1ccc(C2(C)NC(=O)N(C(C)C(=O)Nc3ccc(N4CCOCC4)cc3)C2=O)cc1 (centres undefined)
 : ·	·	7	·	0.0	-0.7	7	·	6	3
> O=C(c1cccc(S(=O)(=O)N2CCCC2)c1)c1nnc(-c2ccncc2)o1
 : 10	3.1	4	3	0.0	5.0	-2	-3	2	-10
> O=C(CNC(c1ccccc1)c1ccccc1)Nc1ccccc1Br
 : 10	0.8	1	-12	-0.1	i	-1	6	-5	-6
> CCN(CC)S(=O)(=O)c1ccc(NC=C(C#N)C#N)cc1
 : 1	-0.1	8	3	0.2	-0.5	-1	0	22	5
> O=C(Nc1cc(C(F)(F)F)ccc1F)C1CCC1
 : 11	1.1	6	-4	-2.7	-1.2	0	1	-1	-12
> N#CC1=C(N)NC(=S)C(C(N)=O)C1c1ccc(Cl)cc1Cl (centres undefined)
 : -3	-3.1	7	-2	·	-0.2	-1	1	9	-1
> O=S(=O)(Cc1ccccc1)N1CCN(Cc2ccc(F)cc2Cl)CC1
 : 14	0.1	2	-4	-1.3	0.0	1	-1	2	-17
> O=C(Cn1ccnc1[N+](=O)[O-])NCc1ccccc1
 : ·	0.1	7	5	9.0	i	2	·	0	-2
> COc1ccc(Cl)cc1NC(=O)COC(=O)C1=NNC(=O)CC1
 : ·	-2.0	6	10	·	·	3	·	4	-6
> CCn1c(CNC(=O)c2ccco2)nnc1SCC(=O)c1ccc(F)cc1
 : -4	-0.5	-3	6	-0.1	-0.3	0	-6	4	5
> CCC(=O)N1CCN(c2cc(C)ccc2C)CC1
 : -8	1.0	-5	4	2.9	i	5	2	3	-12
> Cc1cccc(N2CCN(S(=O)(=O)c3ccc4c(c3)C(C)(C)C(=O)N4C)CC2C)c1 (centres undefined)
 : 18	-2.3	9	0	1.2	-0.4	-2	8	-11	4
> C=CCNC(=S)N1Cc2ccccc2-n2nncc2C1
 : ·	·	6	·	-0.9	-0.6	1	·	-5	·
> COc1ccc2[nH]c3c(c2c1)CCN1C(=O)C(CC(=O)NCCc2ccccn2)C[C@H](C(=O)N(C(C)C)C(C)C)[C@@]31C (some centres undefined)
 : ·	·	7	·	0.0	i	-2	·	-7	2
> COc1cccc(N(C(=O)Cn2nnc(-c3ccc(C)o3)n2)C(C(=O)NC(C)(C)C)c2cccs2)c1 (centres undefined)
 : -5	1.5	5	-19	-4.2	·	0	6	-6	-10
> O=C1NC(=S)S/C1=C\c1cc(Cl)cc(Cl)c1O
 : ·	·	-73	·	3.9	-1.8	-22	·	25	-2
> CC(=O)NC(N(C#N)c1nc(Cl)nc(N(C)C)n1)C(Cl)(Cl)Cl (centres undefined)
 : -7	-1.5	1	-8	·	-0.4	0	-2	9	-10
> Cc1ccc(S(=O)(=O)N(C)C)cc1NC(=O)CCNC(=O)c1ccco1
 : 7	-0.6	3	-8	0.1	-3.8	1	-4	16	-4
> CN(Cc1ccc(OC(F)F)cc1)C(=O)c1ccc(S(=O)(=O)N(C)c2ccccc2)cc1
 : ·	-0.6	0	0	-0.3	i	-1	·	0	-12
> O=C1CCCN1Cc1ncnn1-c1ccccc1
 : 26	-0.2	-3	8	-0.1	2.0	4	-2	0	-7
> O=C(NCCCn1ccnc1)c1sc2cccc(F)c2c1Cl
 : 20	0.5	4	2	12	-0.1	-5	3	4	17
> Cc1c(NC(=O)c2ccc(Cl)s2)c(=O)n(-c2ccccc2)n1C
 : 2	1.6	-5	2	·	i	-1	-2	7	-11
> COC(=O)C1=C(c2cccc(OCc3ccccc3)c2)C[C@@H]2CC[C@H]1N2C(=O)NCc1ccccc1OC
 : ·	-0.5	1	-20	-0.2	-0.6	5	·	2	5
> Cc1nc2cc(C(F)(F)F)ccc2n1C
 : 18	1.4	0	2	·	-0.7	-2	7	1	-11
> Cc1c(Cl)cccc1S(=O)(=O)Nc1ccnn1C
 : 18	0.0	-5	2	·	-0.4	2	3	-2	-8
> CCN(CC(=O)Nc1c(F)cccc1F)C(=O)c1cc([N+](=O)[O-])ccc1N1CCOCC1
 : ·	-1.3	-4	3	·	-7.1	-4	·	10	-8
> Cn1c(-c2ccccc2)cnc1SCc1nc2ccccc2c(=O)[nH]1
 : -12	2.5	2	9	4.2	·	2	3	0	5
> O=c1c2nccnc2[nH]c(=S)n1Cc1ccccc1Cl
 : 13	-2.7	8	-2	·	-0.5	0	0	26	-5
> O=C(CCNC(=O)OCC1c2ccccc2-c2ccccc21)NOCc1ccccc1
 : ·	·	-1	·	1.4	i	-1	·	6	-22
> CC(=O)Nc1cccc(-c2ccnc3c2CC(C)(C(=O)Nc2cccc(OC(F)(F)F)c2)O3)c1 (centres undefined)
 : ·	·	·	·	2.7	-0.6	-3	·	2	·
> CCC(C)N(C(=O)COc1ccc(Br)cc1C=O)C1CCS(=O)(=O)C1 (centres undefined)
 : ·	1.2	2	6	·	-0.4	4	·	-2	-5
> CCOC(=O)c1c(NC(=O)CSc2nnc3c(Cl)cc(Cl)cn23)sc2c1CCC2
 : -21	0.7	-1	-3	·	i	1	5	15	-6
> COc1ccc(NC(=O)C2CC(=O)N(c3cc(C)ccc3C)C2)cc1 (centres undefined)
 : 10	-1.3	0	4	2.3	i	0	6	1	-9
> S=C(Nc1ccc(Br)cc1)Nc1ccc2c(c1)OCCO2
 : -7	-5.6	6	0	0.8	i	-5	0	-5	-17
> CCOP(=O)(OCC)C(NC(=O)Nc1ccc(C)cc1)C(N)=O (centres undefined)
 : 27	0.8	12	-7	-0.7	-1.4	1	1	1	3
> O=C(Nc1ccccc1F)Oc1cccc(OC(=O)Nc2ccccc2F)c1
 : 12	-2.7	10	-2	-1.7	-0.2	1	2	3	-11
> O=c1c2ccccc2ncn1-c1ccc(Br)cc1[N+](=O)[O-]
 : 9	-1.4	9	·	3.3	i	2	8	-2	16
> CCCCN(C)CCNC(=O)C(NC(=O)C1CCC(C)CC1)C(C)C (centres undefined)
 : 12	1.0	-15	9	·	i	4	0	17	-7
> OCCNCC(O)Cn1c2ccccc2c2ccccc21 (centres undefined)
 : 39	2.9	-13	-1	·	-0.3	1	6	-1	-6
> CNC(=S)NNc1nc(N2CCOCC2)nc(N2CCOCC2)n1
 : 19	-0.7	1	-6	-0.6	-0.3	2	-3	7	-3&-11
> COc1ccc(C)cc1NC(=O)CCC(=O)Nc1nnc(C2CCCCC2)s1
 : 4	-0.6	-6	-2	-1.1	-0.1	1	-1	2	7
> NC(=O)c1cc2ccc(O)cc2oc1=Nc1ccccc1
 : -17	·	-1	·	0.8	i	+	-2	16	7
> CCOc1ccc(-n2ccnc(SCC(=O)Nc3cccc(OC)c3)c2=O)cc1
 : ·	·	-10	10	0.7	-1.5	2	·	10	2
> O=C(Nc1ccccc1Cl)NC1CCCCCCC1
 : 30	-0.3	1	·	-2.1	-2.5	-1	3	-2	-18
> O=C(CCS(=O)(=O)c1ccccc1)Nc1ccc(Cl)cn1
 : 12	-2.4	-4	6	0.5	0.6	2	-1	-4	-23
> CCN(C[C@H]1N[C@@](C)(C(=O)OC)[C@H]2C(=O)N(Cc3ccccc3)C(=O)[C@@H]12)C(=O)COC
 : ·	·	-3	3	-2.3	i	1	·	-4	-15
> Cc1cc(=O)oc2cc(OCC(=O)N3CCCC3)c(Cl)cc12
 : ·	-1.5	-1	1	-1.1	-7.1	31*	·	0	-15
> CC(=O)c1cccc(NC(=S)NC(=O)c2ccc(Cl)cc2)c1
 : 5	-0.5	11	-2	·	-0.9	4	3	-1	1

Later entries:
Value order: DUSP3 inh	Mtb UGM inh	MazF activator	Rv3671c inh	BioA inh	Vc quorum ag	Mtb FBA inh	3CLpro inhibitor	GDH-TPI counter	PriA SSB inh
> O=C(CSc1nnc(-c2ccco2)n1Cc1ccccc1)NCc1ccccc1
 : 9	5.1	3	-3	11	-0.3	6	-5	7	-2
> CN(C)CCCNc1ncnc2c1cnn2-c1ccccc1
 : 38	4.1	5	0	-2.4	-0.4	16	1	5	-17
> CCCCCCNC(=O)Nc1ccccc1
 : 4	0.0	-3	3	3.6	i	1	-3	10	-22
> NC(N)=Nc1nc(-c2ccccc2)c2cc(Cl)ccc2n1
 : 10	-1.3	-30	-5	2.9	-0.4	12	1	10	13
> O=c1c2ccccc2nnn1CSc1nc2cc(Cl)ccc2c(=O)n1Cc1ccco1
 : ·	-1.3	-16	6	·	·	·	1	·	-8
> O=S(=O)(CCN1CCOCC1)c1ccc(OC(F)(F)F)cc1
 : 11	-0.1	2	-8	·	-0.8	-8	-2	1	-9
> O=C(N/N=C/c1ccc([N+](=O)[O-])o1)c1sc2ccccc2c1Cl
 : 23	0.9	-4	5	·	-3.2	-5	-1	23	i
> CCOc1ccccc1C1CC(=O)Nc2cc(OC)c(OC)cc21 (centres undefined)
 : 13	-2.5	-1	·	-0.1	i	-2	2	-5	4

Source: PubChem

A portion of the library (hit frequency here may not be typical).
